# Statin myotox sup = protects C2C12 myotubes from simvastatin toxicity; ATP luminescence, 48 h; scaled: DMSO 0, geranylgeraniol control 100; rescue of ATP level, % at 7.49 µM; 330,000 tested, 0.78% active;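 active means mean ATP rescue above about 67%, or every replicate alone reaching that limit, limit read from the data, passing the limit was not always enough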;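 further: myotubes were challenged with 10 µM simvastatin during compound exposure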
# SIRT5 inh = sirtuin-5 (human) deacylase inhibition; 330,000 tested, 1.1% active; Q9NXA8; inhibition, % at 15 µM; AID 652115; Purified SirT5, succinyl-peptide AMC, trypsin-coupled fluorescence; in the data active means inhibition above about 15%
# Target sequence (Q9NXA8 whole entry, looked up): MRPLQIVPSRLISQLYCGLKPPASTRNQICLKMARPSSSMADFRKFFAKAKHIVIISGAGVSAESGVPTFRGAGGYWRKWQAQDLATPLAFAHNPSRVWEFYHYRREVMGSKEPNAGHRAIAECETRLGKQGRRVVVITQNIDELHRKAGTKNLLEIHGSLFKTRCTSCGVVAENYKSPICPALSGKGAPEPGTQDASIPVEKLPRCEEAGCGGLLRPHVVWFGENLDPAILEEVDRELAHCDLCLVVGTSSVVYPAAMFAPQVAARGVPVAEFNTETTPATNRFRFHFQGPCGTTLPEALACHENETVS
# miR122 inh = miR-122 inhibition in Huh7 cells | AID 602342 | 340,000 tested, 0.3% active | Huh7 miR-122 Renilla luciferase sensor, 48 h; neutral wells = 0, positive control = 100 | activation (reporter increase), % at 12.5 µM;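 active means mean replicate activation score at least 90 and every replicate individually at or above 90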;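 further: higher luciferase means less miR-122 activity so hits act as miR-122 inhibitors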
# ARNT-TACC3 inh = ARNT/TACC3 interaction disruption; AlphaScreen His-ARNT PAS-B/GST-TACC3 binding, luminescence; TACC3 fragment carries E629A point mutation; inhibition, % at 9.99 µM; 390,000 tested, 0.66% active; Q9Y6A5;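 active means mean inhibition of replicates at least 50% and at least half of replicates each reaching 50%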;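 further: 0% = complete ARNT plus TACC3 wells and 100% = ARNT alone without TACC3; many hits fall short of the cut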
# esBAF inh = blocks esBAF chromatin remodeling in mouse ES cells | Bmi1-luciferase knock-in reporter, 24 h; 100% = twice the neutral-well signal | reporter increase, % at 12.5 µM | 350,000 tested, 2% active | AID 602393; in the data active means activation above about 40%;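 further: 0% = median of the plate's neutral control wells and 100% = double that signal; a rise in the Bmi1 reporter signal indicates esBAF inhibition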
# ERp5 inh = inhibitors of human ERp5; Q15084; ERp5 insulin aggregation, absorbance 650 nm, 90 min; inhibition, % at 9.99 µM; 350,000 tested, 0.05% active; AID 651711;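 active means mean replicate inhibition above about 25%, with every replicate also reaching it, limit read from the data, passing the limit was not always enough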
# Target sequence (Q15084 whole entry, looked up): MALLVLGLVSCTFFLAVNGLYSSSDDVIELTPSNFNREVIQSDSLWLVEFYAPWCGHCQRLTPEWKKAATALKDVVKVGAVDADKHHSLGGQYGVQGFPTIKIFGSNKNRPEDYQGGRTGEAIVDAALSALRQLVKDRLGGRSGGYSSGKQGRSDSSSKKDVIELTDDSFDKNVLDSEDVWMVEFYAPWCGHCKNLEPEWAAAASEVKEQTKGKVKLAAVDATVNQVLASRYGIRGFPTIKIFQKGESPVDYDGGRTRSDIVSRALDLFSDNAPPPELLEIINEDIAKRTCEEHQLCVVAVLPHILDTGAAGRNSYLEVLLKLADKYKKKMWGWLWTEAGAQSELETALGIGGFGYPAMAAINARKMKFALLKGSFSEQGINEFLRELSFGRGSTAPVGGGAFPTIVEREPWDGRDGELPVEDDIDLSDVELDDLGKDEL
# Cneo AK release = causes C. neoformans cell lysis; AID 651654; adenylate kinase release luminescence, 4 h; normalised: neutral wells 0, clomiphene wells 100; lysis activity, % at 15 µM; 360,000 tested, 0.2% active;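 active means mean lysis activity across replicates of at least 80%, whatever share of replicates individually reach that level; inactive means mean lysis activity below 80%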
#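 Schedule: static 4 h at 37 °C with compound, 1 h detection; system: C. neoformans cells; benchmarks: Clomiphene as positive control; buffer or medium: fresh YPD medium; measure: luminescence rise reflecting yeast cell lysis; measured by: luminescent adenylate kinase detection reagent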
# * = called active by the depositor; . = not tested or not shown; & = joins results of further samples; [ ] = another dose, or the depositor's remark.
SMILES,Statin myotox sup,SIRT5 inh,miR122 inh,ARNT-TACC3 inh,esBAF inh,ERp5 inh,Cneo AK release
O=C(C[C@@H]1CC[C@@H](NC(=O)c2ccccc2)[C@@H](CO)O1)NCc1ccc(Oc2ccccc2)cc1,-10,-5,.,-2,-4,7,-1
O=C(CCN1C(=O)C2CCCCC2C1=O)Nc1cc([N+](=O)[O-])ccc1Cl (configuration not stated),-2,-1,3,4,-1,1,-1
CC(C)NC(=O)c1ccccc1NC(=O)C1COc2ccccc2O1 (configuration not stated),-20,.,8,-2,-5,.,-1
Cc1ccc(-n2c(Cn3ncc4ccccc4c3=O)n[nH]c2=S)cc1,.,-5,.,-6,.,0,.
CN(C)c1ccc(C(=O)OCC(=O)NCCC2=CCCCC2)cc1,.,4,.,-3,.,3,.
CCOC(=O)C1C(c2ccc(O)cc2)NC(=O)NC1(O)C(F)(F)F (configuration not stated),7,-4,0,-3,-3,-3,2
Cc1noc(C)c1NC(=O)Nc1ccc2c(c1)C(=O)N([C@@H](C)CO)C[C@@H](C)[C@H](CN(C)Cc1ccc(Oc3ccccc3)cc1)O2,-2,-2,-2[16.7 µM],4,3,-4,0
Cc1ccc(NC(=O)c2ncn(CC(=O)N[C@H](CO)Cc3c[nH]c4ccccc34)n2)cc1C,-3,-16,-6,-5,-2,-13,-5
O=C1CSC(c2ccc(Cl)cc2)N1 (configuration not stated),.,.,-8,5,-1,.,-1
C=CCN1C(=O)C2C3CC(=O)C(c4ccccc43)C2C1=O (configuration not stated),.,7,-3,-7,.,0,.
COc1ccc(C2NC(=O)c3n[nH]c(C)c32)c(OC)c1 (configuration not stated),4,1,-8,8,-8,-4,-3
COc1ccccc1/C=N/Nc1cc(C)nc2ccc(C)cc12,16,-4,.,3,5,6,-5
COCCNC(=S)N(CCc1c(C)[nH]c2ccc(OC)cc12)Cc1cccnc1,-3,-2,10,28,-6,-3,-4
COc1ccccc1C(=O)NCc1ccccn1,.,-9,.,13,.,-5,.
COc1ccc(Nc2nc(Cl)nc(Nc3ccc(OC)cc3OC)n2)c(OC)c1,.,.,-1,-3,.,3,4
c1ccc(-c2noc(CC3CCCCC3)n2)cc1,5,1,5,-3,58*,3,-1
COc1ccc(NC(=O)N(C)C[C@H]2Oc3c(NC(=O)Nc4ccc5c(c4)OCO5)cccc3C(=O)N([C@H](C)CO)C[C@H]2C)cc1,-5,4,1[16.7 µM],-1,0,15,-2
COc1ccc(Cc2noc(CN3CCNC(=O)CC3)n2)cc1OC,-3,0,-21,-4,-4,3,-3
CNC[C@H]1Oc2ccc(NC(=O)Nc3ccc(F)cc3)cc2C(=O)N([C@@H](C)CO)C[C@@H]1C,4,0,-5[16.7 µM],-6,1,0,-2
C/C(=N\N=C1\NC(=O)CS1)c1cccs1,.,2,.,-1,.,0,.
Cc1ccnc(NC(=O)c2ccc([N+](=O)[O-])s2)c1,29,-5,-6,2,29,-5,-4
Cc1cc(O)c(C(C)C)cc1N=Nc1ccccc1C(=O)O,7,7,190*,1,-4,-1,3
C[C@@H]1CN([C@H](C)CO)C(=O)CCCn2nncc2CO[C@H]1CN(C)C(=O)c1cc(-c2ccccc2)on1,-6&-18&3,-2&-2,-3,0,8&-3&1,9&0,0&-3
Cc1cccc(OCC(=O)O/N=C(\N)Cc2cccs2)c1,-6,.,-2,-9,1,.,-14
COc1ccc(C(=O)NNC(=O)C23CC4CC(CC(C4)C2)C3)cc1OC,0,-6,.,.,-2,-8,1
# Continuation.
SMILES,Statin myotox sup,SIRT5 inh,miR122 inh,ARNT-TACC3 inh,esBAF inh,ERp5 inh,Cneo AK release
CCOC(=O)N/N=C(/c1ccccc1)C1CCCCC1,.,0,.,-2,.,-4,.
CCOc1ccc(Br)cc1S(=O)(=O)NCCN(C)C,-3,-2,4,-30,-1,1,0
COc1ccc(CN(C)C[C@H]2Oc3c(NC(=O)Nc4ccc(C(F)(F)F)cc4)cccc3C(=O)N([C@H](C)CO)C[C@H]2C)cc1,-18,4,-1[16.7 µM],0,5,5,-2
Cc1ccc(C(C(=O)Nc2ccc3c(c2)OCO3)N(C)C(=O)/C=C\c2ccc3c(c2)OCO3)cc1 (configuration not stated),.,.,12,10,.,.,0
C[C@@H]1CN([C@@H](C)CO)S(=O)(=O)c2ccc(C3=CCCCC3)cc2O[C@@H]1CN(C)C(=O)Cc1ccncc1,-7,1,-48[16.7 µM],7,4,8,-4
CCOc1ccccc1NC(=O)CSc1nnnn1-c1ccc(C(=O)OC)cc1,-4,.,4,0,-9,.,2
Cc1noc(C)c1NC(=O)Nc1ccc2c(c1)C(=O)N([C@@H](C)CO)C[C@@H](C)[C@H](CN(C)S(=O)(=O)c1cn(C)cn1)OCCCC[C@H](C)O2,.,-18,10[16.7 µM],-4,-1,1,-1
Cc1cn([C@H]2C[C@H](O)[C@@H](CNCc3ccc(N4CCN(C)CC4)cc3F)O2)c(=O)[nH]c1=O,0,0,-2,.,-3,6,-2
CC(c1ccccn1)N(C)C(=O)c1ccc2nc(Cc3ccccc3F)oc2c1 (configuration not stated),.,-4,.,7,.,5,0
Cc1ccc2c(c1)N(CCCC(=O)NCCCN1CCCC1=O)C(=O)CO2,-4,-5,1,-4,-10,-2,-1
O=C(NCCCn1ccnc1)c1cn(-c2ccccc2)nc1-c1ccc(F)cc1,-1,0,35,4,-2,2,0
Cc1ccc(C)c(N(C(=O)Cc2cccs2)C(C(=O)NC2CCCC2)c2ccc(C)o2)c1 (configuration not stated),-16,.,-2,1,-10,.,-2
O=C(Cc1ccccc1)Nc1cccc(NC(=O)c2cccs2)c1,7,1,57,3,4,-2,.
O=C(O)C1CC(=O)N(CCc2ccccc2)C1 (configuration not stated),.,.,5,-10,-8,.,0
C/C=C/c1ccc2c(c1)O[C@H](CN(C)C(C)=O)[C@@H](C)CN([C@@H](C)CO)S2(=O)=O,22,-6,5[16.7 µM],-3,-5,1,61
Cc1[nH]nc(SCC(=O)NCC(C)C)c1[N+](=O)[O-],-3,1,1,-7,-4,0,-2
CCCCOc1ccc(-c2ncc(N)cn2)cc1,.,-2,.,-7,.,.,1
CN1CCN(/C=N/c2c(C#N)cnn2C)CC1,-6,.,1,-4,-7,.,-1
Cc1ccc(S(=O)(=O)Nc2ccc3c(c2)C(=O)N([C@@H](C)CO)C[C@@H](C)[C@H](CN(C)C(=O)Nc2ccc(F)cc2)OCCCC[C@@H](C)O3)cc1,.,1,-8[16.7 µM],-9,3,-4,-2
COc1c(Cl)cc(Cl)cc1/C=N/n1cnnc1,-4,.,-4,-5,-6,.,4
Cc1ccc(NC(=O)CNC2CCS(=O)(=O)C2)cc1C (configuration not stated),.,-1,.,-9,.,1,.
COc1ccc(C(=O)COC(=O)COc2cccc3c2OC(C)(C)C3)c(OC)c1,19,0,0,0,-2,-1,0
CS(=O)(=O)N1CCCC(C(=O)Nc2cccc(F)c2)C1 (configuration not stated),-2,4,-1,-5,-11,4,1
C[C@@H]1CN([C@@H](C)CO)C(=O)c2cccc(NC(=O)C3CC3)c2O[C@@H]1CN(C)C(=O)Nc1ccc2c(c1)OCO2,-3,2,-8[16.7 µM],-3,-4,-1,0
COC(=O)CSc1[nH]c2ccc(Br)cc2c1[N+](=O)[O-],.,1,.,-2,.,-2,.

# The list goes on, starting with the last 7 of the part before.
SMILES,Statin myotox sup,SIRT5 inh,miR122 inh,ARNT-TACC3 inh,esBAF inh,ERp5 inh,Cneo AK release
Cc1ccc(S(=O)(=O)Nc2ccc3c(c2)C(=O)N([C@@H](C)CO)C[C@@H](C)[C@H](CN(C)C(=O)Nc2ccc(F)cc2)OCCCC[C@@H](C)O3)cc1,.,1,-8[16.7 µM],-9,3,-4,-2
COc1c(Cl)cc(Cl)cc1/C=N/n1cnnc1,-4,.,-4,-5,-6,.,4
Cc1ccc(NC(=O)CNC2CCS(=O)(=O)C2)cc1C (configuration not stated),.,-1,.,-9,.,1,.
COc1ccc(C(=O)COC(=O)COc2cccc3c2OC(C)(C)C3)c(OC)c1,19,0,0,0,-2,-1,0
CS(=O)(=O)N1CCCC(C(=O)Nc2cccc(F)c2)C1 (configuration not stated),-2,4,-1,-5,-11,4,1
C[C@@H]1CN([C@@H](C)CO)C(=O)c2cccc(NC(=O)C3CC3)c2O[C@@H]1CN(C)C(=O)Nc1ccc2c(c1)OCO2,-3,2,-8[16.7 µM],-3,-4,-1,0
COC(=O)CSc1[nH]c2ccc(Br)cc2c1[N+](=O)[O-],.,1,.,-2,.,-2,.
COc1cccc(C(=O)OCC(=O)Nc2ccccc2N2CCOCC2)c1,-3,.,-3,1,-3,.,-5
CCOC(=O)CC(=O)CSc1nnc2sc3ccccc3n12,-6,.,5,1,-2,.,0
C[C@@H]1CN([C@H](C)CO)C(=O)Cc2cc(NC(=O)Nc3cccc4ccccc34)ccc2O[C@H]1CN(C)S(=O)(=O)c1ccc(F)cc1,28,5,6[16.7 µM],11,-4,15,0
Cc1cccc(NC(=O)COc2cccc3c2CCN(Cc2ccccc2)C3=O)c1C,.,0,.,0,.,-3,.
CCn1ccnc1CN1CCC(n2nccc2NC(=O)CCc2ccccc2)CC1,-1,0,-3,10,-4,4,-2
COC(=O)CN1C(=O)C(O)(CC(=O)c2ccc(Cl)cc2)c2ccccc21 (configuration not stated),3,.,4,-17,-3,13,2
CC(C)(C)NC(=O)CN(Cc1cccnc1)C(=O)c1csnn1,4,.,7,-12,-16,.,-1
Cc1ccc([C@H]2C[C@H](n3cc(COC(=O)c4ccccc4)nn3)[C@@H](O)CN2C(=O)c2cccs2)cc1,-11,-5,1,.,0,2,8
Cc1ccccc1Sc1ccc(N)cn1,.,0,-7,.,.,-6,0
O=C(NCc1ccccc1)[C@@H]1[C@@H](CO)[C@@H]2Cn3c(cccc3=O)[C@H]1N2CC1CCCC1,3,10,1[16.7 µM],18,-9,3,1
COc1ccc(CNC(=O)CN(C)S(=O)(=O)c2ccc(Br)s2)cc1,-1,-2,-4,-5,-4,15,-1
NCC[C@@H]1CC[C@@H](NC(=O)C2CCC2)[C@H](CO)O1,-2,-2,.,-5,-4,0,1
CCCN(CCC)c1cc(Cl)nc(N)n1,-4,0,2,1,5,-2,.
COC(=O)CCCC1=CC2=C(c3ccccc3)C(=O)C(C)(OC(=O)C3CCCC3)C(=O)C2=CN1CCc1ccccn1 (configuration not stated),8,0,.,10,1,0,-1
N/C(=N\OC(=O)CC1CCCCC1)c1ccc(Br)cc1,.,-3,-8,-10,.,-4,1
C[C@@H]1CCCCO[C@@H](CN(C)C(=O)C2CCCCC2)[C@@H](C)CN([C@@H](C)CO)C(=O)c2cc(NC(=O)C3CCCCC3)ccc2O1,.,-5,2[16.7 µM],-8,2,7,0
CCc1onc(C)c1C(=O)Nc1cc(C)ccc1OC,-5,-4,.,-4,-13,3,1
CCOc1ccccc1NC(=O)c1ccc(OCC)c([N+](=O)[O-])c1,.,1,.,-7,.,-3,.
COc1cccc(CNC(=O)CSCc2cnn(-c3ccccc3)c2-n2cccc2)c1OC,-7,.,8,0,6,.,-6
COc1ccccc1CN1CC(C(=O)NCCSc2nnnn2C)CCC1=O (configuration not stated),.,-4,.,-6,.,3,0
N/C(=N\c1nc2ccccc2o1)NC(=O)c1cccc(Cl)c1,.,-6,5,.,.,-12,2
CC=Cc1ccc2n(c1=O)C[C@H]1[C@H](CO)[C@@H](C(=O)NCCC)[C@@H]2N1C(=O)Nc1cc(F)ccc1F (mixture of isomers),16,-26,.,-1,-4,-1,-3
Cc1ccccc1-c1ccc2c(c1)O[C@@H](CN(C)C(=O)Nc1ccccc1)[C@H](C)CN([C@@H](C)CO)S2(=O)=O,-32,5,-3[16.7 µM],-5,-1,-6,7
COc1ccc(S(=O)(=O)Nc2ccc3c(c2)C(=O)N([C@@H](C)CO)C[C@H](C)[C@H](CN(C)C(=O)c2ccncc2)OCCCC[C@@H](C)O3)cc1,.,1,2[16.7 µM],-9,1,1,-3
Cc1ccccc1N1CCN(C(=O)c2ccccc2NC(=O)/C=C\C(=O)O)CC1,1,.,-1,23,6,.,1

# Some entries already given with just esBAF inh, Statin myotox sup and ARNT-TACC3 inh:
compound | esBAF inh | Statin myotox sup | ARNT-TACC3 inh
O=C(NCc1ccccc1)[C@@H]1[C@@H](CO)[C@@H]2Cn3c(cccc3=O)[C@H]1N2CC1CCCC1 | -9 | 3 | 18
COc1ccc(CNC(=O)CN(C)S(=O)(=O)c2ccc(Br)s2)cc1 | -4 | -1 | -5

# Rows were taken by chance; any-hit rate near 4%.
